# Bioassay records from PubChem.
# rTrxR1 inhibitor: qHTS Assay for Inhibitors of Mammalian Selenoprotein Thioredoxin Reductase 1 (TrxR1): qHTS. recombinant rTrxR1, NADPH fluorescence consumption, selenite substrate. Potency, µM (doses to about 114 µM), without a hit: at the highest dose activity change, negative = inhibition, actives largely listed as inhibitors. 390,000 tested, 1% active. AID 588453, 2011; also: % is scaled to controls: 0 for no effect and ±100 for the full control effect; nearly all actives have a fitted effect of over 65% in size
# Target sequence (O89049 whole entry, looked up): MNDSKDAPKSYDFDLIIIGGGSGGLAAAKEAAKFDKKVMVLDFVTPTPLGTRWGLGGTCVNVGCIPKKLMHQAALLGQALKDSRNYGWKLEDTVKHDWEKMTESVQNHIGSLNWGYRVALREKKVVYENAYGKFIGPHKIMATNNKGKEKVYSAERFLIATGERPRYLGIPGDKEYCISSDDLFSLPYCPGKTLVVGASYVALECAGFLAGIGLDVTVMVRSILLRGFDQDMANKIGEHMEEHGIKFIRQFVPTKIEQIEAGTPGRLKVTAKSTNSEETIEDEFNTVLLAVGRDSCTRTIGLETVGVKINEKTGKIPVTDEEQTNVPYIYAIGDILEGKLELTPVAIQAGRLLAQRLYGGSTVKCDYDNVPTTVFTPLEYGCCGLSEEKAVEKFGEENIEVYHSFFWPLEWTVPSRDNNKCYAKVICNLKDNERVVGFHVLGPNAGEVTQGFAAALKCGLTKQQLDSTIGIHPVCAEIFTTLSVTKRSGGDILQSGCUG
#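 Rat TrxR1 (90 nM in the dispensed reagent) was pre-reduced with 400 uM NADPH for 5 min at room temperature, then incubated with compound for 15 min. After 400 uM selenite was added, NADPH fluorescence (Ex 340/Em 450 nm) was followed for 8 min.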
# JMJD2A Tudor: qHTS Assay for Inhibitors of JMJD2A-Tudor Domain; Lysine-specific demethylase 4A (Homo sapiens), O75164; AlphaScreen JMJD2A-Tudor / H3K4me3 peptide binding; Potency, µM (top dose mostly 114 µM), for the others: at the top dose activity change, negative = inhibition, hits mostly inhibitors; 390,000 tested, 4.4% active; also: % is scaled to controls: 0 for no effect and ±100 for the full control effect; nearly all actives have a fitted effect of over 50% in size
# PGK inhibitor: qHTS Assay to Find Inhibitors of Phosphoglycerate Kinase | 380,000 tested, 0.043% active | PGK/GAPDH coupled, Kinase-Glo luminescence, 60 min | Potency, µM (series often up to 57.5 µM), without a hit: at the top dose activity change, negative = inhibition, most hits filed as inhibitors | Phosphoglycerate kinase, glycosomal (Trypanosoma brucei brucei), P07378 | AID 602233, 2012; also: % is scaled to controls: 0 for no effect and ±100 for the full control effect; nearly all actives have a fitted effect of over 60% in size
#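 Luminescent ATP detection (Kinase-Glo Plus) follows a 60-minute room-temperature incubation, with wells lacking PGK as controls. Buffer: 100 mM TEA (pH 7.6), 5 mM MgCl2, 0.01% Tween-20. Coupling enzyme GAPDH (100 nM final) supplies unstable 1,3-BPG in-well.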
# ERG-DNA inh: qHTS for Small Molecule Inhibitors of the ERG Ets/DNA interaction | fluorescence polarization, His-ERG Ets domain / labelled DNA | Potency, µM (highest dose often 76.9 µM), inactives show at the highest dose FP activity, negative = inhibition, actives largely listed as inhibitors | 370,000 tested, 0.028% active | AID 624246, 2012; active = well fitted inhibition curve with a large enough effect in the polarisation, with a control signal flat; inconclusive = small, poorly fitted or top-dose-only effect, or effect the other way, or a change in a side signal; inactive = no such curve, though single readings can be large or run the other way; the % refers to the polarisation;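 also: polarization taken with two DNA probes labelled with fluorescein and Texas red; % of control where 0% means no effect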
# Target sequence (P11308 whole entry, looked up, the tested form may be a part): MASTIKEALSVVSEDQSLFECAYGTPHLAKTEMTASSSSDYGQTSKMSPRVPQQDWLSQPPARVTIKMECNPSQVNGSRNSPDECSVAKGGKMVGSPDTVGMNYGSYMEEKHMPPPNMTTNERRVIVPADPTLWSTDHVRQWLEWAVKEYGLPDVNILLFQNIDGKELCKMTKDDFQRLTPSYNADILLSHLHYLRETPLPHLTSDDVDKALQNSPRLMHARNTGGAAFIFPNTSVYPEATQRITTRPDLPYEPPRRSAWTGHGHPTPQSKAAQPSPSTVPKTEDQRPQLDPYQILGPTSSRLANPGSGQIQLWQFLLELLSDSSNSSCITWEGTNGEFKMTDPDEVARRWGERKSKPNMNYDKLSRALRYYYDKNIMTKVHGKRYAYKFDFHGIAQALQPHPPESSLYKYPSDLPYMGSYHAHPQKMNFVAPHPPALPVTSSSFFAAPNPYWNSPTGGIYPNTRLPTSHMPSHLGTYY
#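 His-tagged ERG Ets domain (1 uM in the protein solution; 300mM KCl, 50mM Tris-HCl, 1mM EDTA, 1mM DTT, pH 7.5) received compound, then a probe mix of 5 nM fluorescein-DNA and 100nM Texas-615-DNA. Fluorescence polarization was read for both dyes.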
# GLS inhibitor: qHTS for Inhibitors of Glutaminase (GLS). Glutaminase kidney isoform, mitochondrial (Homo sapiens), O94925. GLS enzymatic activity, qHTS titration. Potency, µM (highest dose often 45.5 µM), for the others: at the highest dose activity change, negative = inhibition, hits mostly inhibitors. 410,000 tested, 0.21% active. AID 624170, 2012; also: % is scaled to controls: 0 for no effect and ±100 for the full control effect
#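 Assay buffer: 45 mM KH2PO4 pH 8.2, 0.02% Tween-20. hKGA acts on L-glutamine (1 mM solution added); product glutamate is reported by an oxidase/peroxidase Amplex Red coupling, with fluorescence taken at baseline and 30 min.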
# Pin1 inhibitor: qHTS Assay to Find Inhibitors of Pin1; 390,000 tested, 0.009% active; Pin1 FP peptide displacement, HiFluor488, 10 min; Peptidyl-prolyl cis-trans isomerase NIMA-interacting 1 (Homo sapiens), Q13526; Potency, µM (doses to about 115 µM), inactives show at the top dose activity, negative = inhibition, most hits filed as inhibitors; active = well fitted inhibition curve with a large enough effect in the polarisation, with a control signal flat, not every such curve was filed as active; inconclusive = small, poorly fitted or top-dose-only effect, or effect the other way, or a change in a side signal; inactive = no such curve, though single readings can be large or run the other way; the % refers to the polarisation; also: % is scaled to controls: 0 for no effect and ±100 for the full control effect
# HP1b chromo inh: HTS for Inhibitors of HP1-beta Chromodomain Interactions with Methylated Histone Tails. Chromobox protein homolog 1 (Homo sapiens), P83916. AlphaScreen HP1-beta / biotin-H3K9me3 peptide binding. Potency, µM (series often up to 114 µM), for the others: top-dose activity change, negative = inhibition, hits mostly inhibitors. 390,000 tested, 0.56% active. AID 540317, 2011; also: nearly all actives have a fitted effect of over 70% in size; inactives centre near 23
#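 Compound inhibition of the preformed complex between 50 nM HP1-beta and 50 nM biotinylated H3K9me3 peptide was read by AlphaScreen. Buffer was PBS pH 7.4 with 0.01% Tween-20. Incubations ran 30 min at room temperature, with 10 ug/mL donor/acceptor beads.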
# ALOX12 inh: Primary qHTS assay for inhibitors of human arachidonate 12S-lipoxygenase (ALOX12): Round 2; Polyunsaturated fatty acid lipoxygenase ALOX12 (Homo sapiens), P18054; purified 12hLO, xylenol orange hydroperoxide absorbance; Potency, µM (series often up to 108 µM), inactives show top-dose activity change, negative = inhibition, hits mostly inhibitors; 580,000 tested, 1.1% active; AID 1671190, 2021; also: % is scaled to controls: 0 for no effect and ±100 for the full control effect
#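 Purified human 12hLO (150 nM final) in 25 mM Hepes, 0.01% Triton X-100, pH 7.0 was preincubated 15 min at room temperature with compound. Then 40 uM arachidonic acid was added, 30 min. Hydroperoxide was read by Fe-XO absorbance ratio 573/405 nm.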
# RGS4 inhibitor: Inhibitors of Regulator of G Protein Signaling (RGS) 4: qHTS. Regulator of G-protein signaling 4 (Homo sapiens), P49798. Transcreener GDP fluorescence polarization, RGS4-accelerated GTP hydrolysis. Potency, µM (highest dose often 114 µM), without a hit: top-dose activity change, negative = inhibition, most hits filed as inhibitors. 390,000 tested, 0.039% active. AID 504845, 2011; also: % is scaled to controls: 0 for no effect and ±100 for the full control effect; nearly all actives have a fitted effect of over 75% in size; some results filed as inactive show a strong effect at the top dose
#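 MLSMR compounds (23 nl, pin-transferred) preincubated 10 min at room temperature with a 500nM (2x) first reagent, then RGS4 at 900nM (2x) plus Transcreener GDP mix added; fluorescence polarization (620/688 nm) read before and after 90 min at 30 °C.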
# Starred values were filed as active, the others as inactive; i = inactive; u = inconclusive; x = not tested or not shown; [ ] = dose if it differs, or a comment. Unless noted, calls follow the shape of the dose curve; as a rule, active = well fitted curve in the direction sought with a large enough effect; inconclusive = small, poorly fitted or top-dose-only effect, or another doubt; inactive = no such curve, though single readings can be large; an effect the other way counts as inactive or inconclusive. Potency is read from the fitted curve at half-maximal effect. The list is partial (hit frequency here may not be typical).
SMILES,rTrxR1 inhibitor,JMJD2A Tudor,PGK inhibitor,ERG-DNA inh,GLS inhibitor,Pin1 inhibitor,HP1b chromo inh,ALOX12 inh,RGS4 inhibitor
Nc1nonc1-n1nnc(C(=O)N/N=C/c2ccco2)c1CSc1ccccc1,0%,10%,-3%,-9%,2%,24%,48%[activator],-15%,-28%
CCNC(=O)NC(=O)C(C)OC(=O)CCCSc1nc2ccccc2s1 (stereo unspecified),-12%,-2%,-4%,-3%,-19%,-5%,36%,-17%,-13%
Cc1ccc(Cn2ccsc2=NC(=O)COC(=O)c2ccc(O)cc2O)cc1,-6%,-25%,-9%,1%,4%,16%,14%,9%,-4%
CCC(C)Sc1cccc(-c2nc3cc(C)ccn3c2NCc2ccccc2)c1 (stereo unspecified),27%,-31%,1%,2%,8%,7%,46%[activator],u,-28%
COC(=O)c1cccc(NC(=O)c2ccc3c(c2)C(=O)N(Cc2cccnc2)C3=O)c1C,-9%,1%,-1%,0%,-2%,0%,24%,-2%,-5%
OCc1nc2ccccc2n1CCCOc1ccc(Br)cc1,8%,-28%,i,-1%,2%,4%,33%,133%[activator],-31%
COc1ccc(/C=C/C(=O)OCC(=O)Nc2c(C)cccc2C)cc1,18%,-13%,-6%,11%,1%,1%,32%,3%,-8%
COC(=O)c1cn(Cc2ccc(C(F)(F)F)cc2)cc(F)c1=O,4%,-18%,1%,6%,-1%,3%,31%,0%,6%
NC(=O)c1c(NC(=O)c2cccs2)sc2c1CCCCCC2,17%,-27%,2%,x,3%,22%,-18%,u,-31%
Cc1ccc2nc(-c3ccccc3)c(CN3CCOCC3)n2c1,20%,-19%,-1%,5%,1%,1%,32%,-2%,-12%
O=C(CSc1nnc(COc2ccccc2)n1Cc1ccco1)Nc1ccc2c(c1)OCCO2,3%,u,x,14%,0%,0%,5%,11%,8%
Cc1csc(Sc2nc3c(c(=O)[nH]c(=O)n3C)n2Cc2ccccc2Cl)n1,39%[activator],-8%,-3%,-12%,-1%,1%,22%,0%,-5%
Cc1cc2c(cc3c(SCc4cccc(F)c4)nnc(C)n32)o1,11%,-33%,x,0%,-15%,4%,13%,-24%,7%
O=C1CC(N2CCC(O)(c3ccc(Br)cc3)CC2)C(=O)N1c1ccc(Cl)cc1 (stereo unspecified),-16%,-11%,i,x,12%,0%,31%,2%,18%
COc1cc(Br)c(C(=O)c2nccc3cc(OC)c(OC)cc23)cc1OC,22%,45µM*,-4%,3%,3%,0%,2%,2%,-52%[56.9 µM]
CC(C)N1CCc2c(sc(NC(=O)c3ccc(S(=O)(=O)N(C)C4CCCCC4)cc3)c2C(N)=O)C1,18%[57.1 µM],u,-8%,11%,-3%,u,34%,u,1%
CN(C(=O)CN1C(=O)/C(=C/c2ccc(F)cc2)SC1=S)C1CCS(=O)(=O)C1 (stereo unspecified),-27%,-30%,1%,13%,10%,11%,-7%,-7%,0%
CC(=O)Nc1cc2c(cc1NC(=O)Cn1nc(-c3ccc4c(c3)OCCO4)ccc1=O)OCCO2,5%,-15%,6%,-1%,13%,1%,12%,17%,30%
C[N+]1(CC2COC3(CCCCC3)O2)CCCC1 (stereo unspecified),-11%,u,i,13%,0%,10%,-3%,u,8%
CCOC(=O)C1CCN(Cc2cc(C(C)(C)C)c(O)c(C(C)(C)C)c2)CC1,u,-29%,-7%,12%,4%,3%,41%[activator],0%,-4%
CC1(C)C(=O)OC(c2c(F)c(F)c(F)c(F)c2F)C2(CCCCC2)C1=O (stereo unspecified),-9%,-7%,1%,3%,5%,0%,15%,1%,-7%
CCc1ccc(-c2cc(C)no2)cc1S(=O)(=O)N1CCCN(Cc2ccc(F)cc2)C1,27%,-2%,-4%,13%,-3%,-2%,34%,2%,-13%
O=C(NCc1cccs1)c1noc2c1CCCCC2,18%,-1%,-5%,7%,0%,-11%,8%,23%,6%
COc1cccc(-c2nc(-c3ccc(C(=O)O)cc3)no2)c1,32%,-24%,-7%,x,-4%,-6%,48%[activator],3%,-8%
CCN1CCCC1CN=Cc1c(O)n(-c2ccccc2)c(=O)c2ccccc12 (stereo unspecified),-14%,-24%,i,4%,1%,15%,21%,0%,4%
CCc1nnc(NC2=NCCC2)s1,-3%,71µM*,-4%,11%,-7%,3%,17%,u,-13%
CC(C)(Oc1ccc(Cl)cc1)C(=O)NC1CCSC1=O (stereo unspecified),25%,9%,-4%,-8%,-7%,9%,3%,-1%,23%
Cc1oc2ncn(CC(C)C)c(=O)c2c1C(=O)Nc1cccc(C(F)(F)F)c1,9%,3%,1%,3%,-1%,6%,34%,-13%,-22%
COc1ccc(/C=N/Nc2nc(Nc3ccccc3)nc(N3CCCCC3)n2)cc1OC,36%[57.1 µM],u,5%,6%,u,-5%,34%,-4%,-43%
Cc1ccc(C(C)C)c(OCC(=O)NCC(c2cccs2)N2CCOCC2)c1 (stereo unspecified),17%[57.1 µM],-22%,-2%,8%,-17%,-2%,22%,-24%,-7%
CC1=C(C(=O)Nc2ccccn2)C(c2ccc(Cl)cc2Cl)NC(=S)N1 (stereo unspecified),8%[57.1 µM],-9%,i,-1%,u,-3%,35%,u,-52%
Cc1cccnc1NC(=O)c1ccc(NS(=O)(=O)/C=C/c2ccccc2)cc1,-3%,-18%,-4%,8%,-9%,1%,16%,-12%,-25%
Cc1cc2c(SCC(=O)NC3CCCC3)ncnc2s1,6%,-8%,-7%,2%,3%,-8%,18%,0%,8%
COc1ccc(/C=C/C(=O)NNC(=O)c2cc(C)oc2C)cc1,21%,-16%,-6%,10%,-10%,-5%,32%,13%,4%
COc1ccc(OC)c(NC(=O)NNS(=O)(=O)c2ccc(C)cc2C)c1,3%,-7%,-4%,-1%,18%,-4%,15%,-3%,-18%
CCCS(=O)(=O)N1CCC(C(=O)NC2CCC(C)CC2)CC1 (stereo unspecified),-4%,-2%,2%,-2%,11%,0%,26%,0%,24%
CCOc1ccc(/C=C2\SC(=O)N(CCNC(=O)CN3C(=O)NC4(CCCC4)C3=O)C2=O)cc1OC,-19%,-18%,-1%,2%,0%,-6%,8%,x,-10%
COC(=O)c1ccccc1NC(=O)COc1ccc(S(=O)(=O)NC(C)C)cc1,18%,-5%,2%,8%,2%,1%,22%,2%,-20%
COC(=O)c1cc(Cl)c(NC(=O)C(C)C)cc1OC,25%[57.1 µM],-11%,-4%,-1%,4%,-4%,26%,9%,2%
CC(C)CC(c1nnnn1CCc1ccccc1)N1CCC(C(N)=O)CC1 (stereo unspecified),15%,2%,-5%,-3%,4%,3%,12%,0%,19%

# Reprinted from the listing (seven entries):
SMILES,rTrxR1 inhibitor,JMJD2A Tudor,PGK inhibitor,ERG-DNA inh,GLS inhibitor,Pin1 inhibitor,HP1b chromo inh,ALOX12 inh,RGS4 inhibitor
Cc1cc2c(SCC(=O)NC3CCCC3)ncnc2s1,6%,-8%,-7%,2%,3%,-8%,18%,0%,8%
COc1ccc(/C=C/C(=O)NNC(=O)c2cc(C)oc2C)cc1,21%,-16%,-6%,10%,-10%,-5%,32%,13%,4%
COc1ccc(OC)c(NC(=O)NNS(=O)(=O)c2ccc(C)cc2C)c1,3%,-7%,-4%,-1%,18%,-4%,15%,-3%,-18%
CCCS(=O)(=O)N1CCC(C(=O)NC2CCC(C)CC2)CC1 (stereo unspecified),-4%,-2%,2%,-2%,11%,0%,26%,0%,24%
CCOc1ccc(/C=C2\SC(=O)N(CCNC(=O)CN3C(=O)NC4(CCCC4)C3=O)C2=O)cc1OC,-19%,-18%,-1%,2%,0%,-6%,8%,x,-10%
COC(=O)c1ccccc1NC(=O)COc1ccc(S(=O)(=O)NC(C)C)cc1,18%,-5%,2%,8%,2%,1%,22%,2%,-20%
COC(=O)c1cc(Cl)c(NC(=O)C(C)C)cc1OC,25%[57.1 µM],-11%,-4%,-1%,4%,-4%,26%,9%,2%
